Bioassay records from PubChem.
E-sel inducer = induces E-selectin expression in human endothelial cells; P16581; HUVEC E-selectin immunofluorescence imaging; normalized: neutral wells 0, TNF-alpha wells 100; activation, % at 7.58 µM; actives 0.37% (n = 260,000); AID 686992;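 active = mean E-selectin-positive cell signal at least 10% of the positive control, reached in at least 60% of replicates, without over 20% cell loss; inconclusive = no rule given, readout overlaps actives, possibly toxicity-flagged; inactive = the rest, including those meeting only one limit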;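 also: in these data hits start at about 27%; measured in HUVEC primary endothelial cells; signal is the percent of cells scored E-selectin positive by PE staining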
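System: HUVEC / Compound: single concentration / Signal: immunofluorescence imaging / Read-out: percent E-selectin-positive cells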
XiGFP reactiv = X-chromosome reactivation activator | XiGFP mouse fibroblasts, % GFP-positive cells imaging, 3 d; cells co-treated with 5-aza-dC sensitizer; scaled so ellipticine positive control = 100% | activation, % at 7.58 µM | actives 0.055% (n = 360,000);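 active = mean normalized replicate activation at least 10% and every replicate at or above 10%; inconclusive = only one of the two criteria met; inactive = mean below 10% and not all replicates reach 10%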;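 also: 0% = median of on-plate neutral control wells and 100% = ellipticine 6 µM median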
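material = 68-5-11 XiGFP fibroblast line | medium = DMEM plus 5-aza-dC sensitizer | schedule = 3 days compound exposure | benchmarks = positive control ellipticine, 6 µM final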
INS-1E GSIS act = GLuc luminescence reporter in INS-1E cells, primary screen for activators of glucose-dependent secretion of insulin. INS-1E GLuc reporter insulin secretion, 2-3 h. activation, % at 16.6 µM. actives 0.61% (n = 370,000). AID 743287;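 active = lowest replicate activation of at least 40%, so every replicate reaches that level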;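 also: 0% = median of neutral control wells and 100% = median of IBMX positive control wells; some compounds called inactive have numbers as strong as hits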
CFTR F508del cor = CFTR F508del correction in bronchial cells. activity (quench increase), % at 7.58 µM. CFBE cells, YFP halide quenching; stimulated with forskolin plus potentiator P3; % fluorescence drop versus neutral controls. actives 0.36% (n = 350,000);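 active = mean added fluorescence quench of at least 8% versus neutral control, with both replicates also reaching 8%; inconclusive = only one of the mean or replicate conditions met; inactive = mean below 8% and not both replicates reaching 8%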;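 also: cells transiently co-express mutant CFTR-F508del with the halide-sensitive YFP; corrector assay measuring rescue of mutant channel to the surface after 24 h compound exposure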
RAD54 branch = blocks human RAD54 Holliday junction branch migration; Q92698; FAM/BHQ fluorescence; inhibition, % at 10.4 µM; actives 0.14% (n = 360,000);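 active = mean normalized replicate activity at least 40 and at least half of replicates scoring 40 or more; inconclusive = only one of the two criteria met; inactive = mean below 40 and under half of replicates reaching 40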;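 also: 0% = median of neutral control wells and 100% = median of positive control wells; inhibitors cause a drop in the FAM fluorescence signal; in these data hits start at about 50%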
Target sequence (Q92698 whole entry, looked up): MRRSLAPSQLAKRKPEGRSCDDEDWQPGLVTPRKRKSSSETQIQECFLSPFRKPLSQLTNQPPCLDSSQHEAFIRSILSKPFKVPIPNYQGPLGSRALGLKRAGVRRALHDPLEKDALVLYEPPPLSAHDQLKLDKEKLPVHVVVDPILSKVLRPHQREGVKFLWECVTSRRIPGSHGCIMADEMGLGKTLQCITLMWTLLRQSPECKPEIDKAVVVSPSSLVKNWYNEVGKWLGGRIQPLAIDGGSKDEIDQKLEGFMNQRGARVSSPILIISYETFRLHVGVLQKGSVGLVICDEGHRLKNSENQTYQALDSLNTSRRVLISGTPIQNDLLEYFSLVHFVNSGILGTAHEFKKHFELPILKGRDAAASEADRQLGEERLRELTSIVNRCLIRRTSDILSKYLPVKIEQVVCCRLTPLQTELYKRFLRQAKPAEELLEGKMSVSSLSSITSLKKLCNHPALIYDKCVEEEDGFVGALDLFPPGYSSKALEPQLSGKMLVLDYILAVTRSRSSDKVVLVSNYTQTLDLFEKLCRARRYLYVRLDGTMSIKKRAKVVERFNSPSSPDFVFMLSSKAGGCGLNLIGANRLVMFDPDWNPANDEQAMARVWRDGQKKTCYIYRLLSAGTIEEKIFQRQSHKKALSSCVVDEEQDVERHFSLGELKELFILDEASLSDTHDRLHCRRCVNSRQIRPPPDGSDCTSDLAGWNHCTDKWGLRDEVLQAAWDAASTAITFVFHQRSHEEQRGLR
RAD52 inh = RAD52 (human) annealing inhibition | inhibition, % at 18.7 µM | P43351 | recombinant RAD52 DNA annealing, FRET fluorescence | AID 651710 | actives 0.46% (n = 360,000);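 active = every replicate showing at least 50% inhibition; inconclusive = mean inhibition at least 50% but not in every replicate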
CASP6 VEID inh = inhibitors of human caspase-6 | actives 0.53% (n = 350,000) | purified caspase-6, Z-VEID-R110 cleavage fluorescence | P55212 | inhibition, % at 12.5 µM;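 active = mean inhibition across replicates at least about 35%, with every replicate also reaching that limit, limit read from the data; inconclusive = only one of the two criteria met; inactive = neither criterion met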;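 also: 0% = median of neutral control wells and 100% = no fluorescence left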
Target sequence (P55212 24-179 limits assumed): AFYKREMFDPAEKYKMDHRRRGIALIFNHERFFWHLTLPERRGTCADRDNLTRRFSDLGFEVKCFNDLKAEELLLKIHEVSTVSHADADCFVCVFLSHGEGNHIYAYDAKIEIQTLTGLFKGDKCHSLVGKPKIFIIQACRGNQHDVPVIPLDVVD
Target sequence (P55212 194-293 limits assumed): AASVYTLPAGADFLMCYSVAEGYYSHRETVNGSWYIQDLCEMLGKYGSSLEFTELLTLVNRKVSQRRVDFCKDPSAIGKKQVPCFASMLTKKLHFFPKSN
DENV2 CPE rescue = DENV2-induced cell death inhibition; DENV2-infected cells, cytopathic effect rescue, plate reader; CPE inhibition, % at 9.99 µM; actives 1.7% (n = 350,000); in the data active = CPE inhibition above about 20%, passing the limit was not always enough; inconclusive = no clear call, values can overlap the other calls; tested in BHK-21 cells;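 also: 0% = median of neutral control wells and 100% = median of positive control wells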
The depositor's hits bear a star; ? = inconclusive; · = not tested or not shown.

structure | E-sel inducer | XiGFP reactiv | INS-1E GSIS act | CFTR F508del cor | RAD54 branch | RAD52 inh | CASP6 VEID inh | DENV2 CPE rescue
CCc1cccc(CC)c1NC(=O)c1ccc(-n2cncn2)nc1 | 0.0 | 0.0 | 13 | -1.2 | · | 15 | -4 | 0
CSc1ccc(C2NC(=O)c3ccccc3N2)cc1 (configuration not stated) | 1.5 | 0.1 | -2 | 2.0 | -8 | -6 | -3 | 8
O=C(C[C@@H]1CC[C@@H]2[C@H](COC[C@@H](O)CN2CC2CCCC2)O1)NCc1ccc(Cl)cc1 | 0.1 | 0.0 | -11 | 1.5 | · | -7 | 1 | 5
COC(=O)C1CCN(C(=O)Cc2ccccc2OC)CC1 | · | 0.0 | 0 | 0.0 | · | -2 | 3 | 3
COc1cc(NC(=S)N2CCOCC2)c(OC)cc1Cl | 26* | 0.1 | 7 | -0.8 | 3 | -13 | -3 | -1
C[C@@H]1CN([C@@H](C)CO)C(=O)c2cc(/C=C/c3ccccc3)cnc2O[C@H]1CN(C)C(=O)c1ccc2c(c1)OCO2 | 0.0 | 0.0 | -42 | -1.4 | 12 | -7 | 1 | -2
CCCCn1c(N)c(N(CC(C)C)C(=O)c2ccc(Br)s2)c(=O)[nH]c1=O | 0.2 | -0.1 | 5 | -2.4 | 5 | -7 | -3 | -3
Cc1nc(-c2ccc(Cl)cc2)sc1C(=O)NNC(=O)C(C)C | · | -0.1 | -1 | 3.1 | -1 | -6 | 0 | 8
Cc1ccc(S(=O)(=O)Nc2cccc(-n3cnnn3)c2)cc1C(=O)O | -0.4 | 0.1 | 6 | 0.3 | -7 | -20 | 17 | 0
CC(C)(C)S(=O)N1Cc2cc(C(=O)NCCCN3CCOCC3)nc(-c3cccc(-c4cc5ccccc5o4)c3)c2[C@@H]1CCO (some centres not stated) | -1.8 | 0.0 | -40 | 3.0 | -9 | -4 | -2 | 16
C[C@H]1CN([C@@H](C)CO)C(=O)c2cc(NS(=O)(=O)c3cccs3)ccc2O[C@H]1CN(C)Cc1ccc(C(=O)O)cc1 | -0.6 | -0.9 | 7 | -4.4 | -1 | 21 | 2 | 3
Cc1noc(C)c1NC(=O)Nc1ccc2c(c1)C(=O)N([C@H](C)CO)C[C@@H](C)[C@@H](CN(C)S(=O)(=O)c1cccs1)O2 | -13 | -0.1 | -14 | -2.6 | 1 | 18 | 2 | -5
O=C1NC2(CCCCCC2)C(=O)N1Cc1cccc(Cl)c1 | 0.0 | -0.1 | -3 | 0.6 | -9 | -14 | 0 | -1
COc1cc(CC(=O)OCC(=O)c2ccc(F)cc2)cc(OC)c1OC | -0.5 | 0.3 | 52 | 5.5 | -3 | -9 | -3 | -1
COc1ccc(-c2nnc3ccc(SCc4ccccc4)nn23)cc1 | 2.0 | 0.2 | -3 | -1.0 | -1 | -14 | -2 | 6
CN(C)CC(=O)N1[C@H](C#N)[C@@H](c2ccc(C#CC3CC3)cc2)[C@@H]1CO | 0.2 | 0.1 | 5 | 0.4 | -13 | -8 | -3 | ?
c1ccc(CC[C@@H]2CC[C@@H](CCc3ccccc3)N2)cc1 | -0.2 | 0.0 | -19 | 0.0 | 9 | 3 | -1 | 3
CC(=O)N(C)C[C@H]1[C@H](c2ccc(-c3ccc(F)cc3)cc2)[C@@H](CO)N1C(C)=O | -0.1 | 0.4 | 1 | -0.1 | 1 | -7 | 3 | 33*
N#Cc1ccc(OCC(=O)Nc2ccc(N3CCCC3)cc2)cc1 | -1.8 | 0.0 | 5 | -3.2 | -1 | -18 | -1 | -5
CCC(=O)Nc1ccc2c(c1)C(=O)N(C)C[C@@H](OC)[C@H](C)CN(C(=O)C1CC1)[C@H](C)CO2 | -0.1 | 0.7 | 3 | 0.1 | 0 | -10 | -1 | 2
C[C@@H]1CCCCO[C@@H](CN(C)C(=O)c2ccncc2)[C@@H](C)CN([C@@H](C)CO)C(=O)c2cc(NC(=O)CCC(F)(F)F)ccc2O1 | 0.0 | 0.0 | -3 | -0.6 | -5 | · | · | ?
COCCCN(C(=O)Cc1ccc(Cl)c(Cl)c1)c1c(N)n(Cc2ccccc2)c(=O)[nH]c1=O | · | 0.0 | -12 | 1.0 | -21 | -16 | -3 | -3
CC1CCN(C(=O)C2CCN(c3ncnc4c3nc3n4CCCCC3)CC2)CC1 | · | 0.0 | 1 | -3.0 | -3 | 2 | 0 | 2
Cc1cccc(-c2ccc([C@H]3[C@@H](CO)N4CCCCN(C(=O)NC(C)C)C[C@H]34)cc2)c1 | 0.6 | 0.1 | -12 | 2.7 | 8 | 16 | 2 | -17
CN1c2ccc(C3=CCCCC3)cc2[C@@H]2[C@@H](CCN2S(=O)(=O)c2ccccc2)[C@H]1CO | -0.7 | 0.0 | 0 | 2.5 | 3 | -3 | -1 | -15
C[C@@H]1CN([C@H](C)CO)C(=O)c2cccc(NC(=O)Nc3ccc(F)cc3)c2O[C@@H]1CN(C)CC1CC1 | 0.0 | 0.1 | 5 | -2.2 | 2 | 9 | 1 | -7
O=C(COc1ccc(Br)cc1CO)Nc1ccc(S(=O)(=O)N2CCCC2)cc1 | 0.3 | 0.1 | -31 | -0.4 | -6 | -9 | 5 | 10
COc1ccccc1N(C)S(=O)(=O)c1ccc(C(=O)Nc2cccc(S(=O)(=O)N3CCOCC3)c2)cc1 | -1.8 | -0.1 | -12 | -1.2 | -5 | -9 | -7 | 10
COc1ccc([C@H]2CC(=O)C=C(c3ccc(Cl)cc3C)C2)cc1 | 0.1 | -0.1 | 1 | -0.2 | -1 | 3 | -1 | -8
O=c1[nH]c2ccc(S(=O)(=O)Nc3ccc(Cl)cc3)cc2[nH]1 | · | 0.0 | -7 | 1.7 | 13 | -19 | 0 | -8
COc1cccc(-c2ccc3c(c2)O[C@H](CN(C)C(=O)C2CC2)[C@H](C)CN([C@@H](C)CO)S3(=O)=O)c1 | 1.5 | -0.8 | -12 | -0.5 | -10 | 7 | -1 | ?
O=C(Cc1ccccc1)N/N=C/c1ccc2cccc(O)c2n1 | 0.2 | 0.0 | · | -0.5 | · | -5 | -1 | 7
CC1CC1C(=O)OCC(=O)NCc1ccccc1Cl (configuration not stated) | · | · | 0 | · | -5 | 8 | 1 | ·
COc1ccc(NC(=O)Nc2ccc(Cc3ccncc3)cc2)c(OC)c1 | · | -0.1 | 7 | · | 1 | -5 | 2 | 4
COc1cc(C)c(Cl)cc1S(=O)(=O)n1cnc(C)c1 | · | · | -9 | -0.7 | -4 | -23 | 0 | -4
Cc1ccc(NC(=O)CSc2nc(=O)cc(N)n2CCc2ccccc2)cc1 | 12 | 0.1 | -2 | 0.8 | 0 | -24 | 5 | -3
Cc1cc(NC(=O)CCCn2cnc([N+](=O)[O-])n2)no1 | 0.1 | 0.2 | -4 | 0.2 | -4 | -14 | 2 | 5
Cc1ccc(S(=O)(=O)NCc2ccccc2)cc1C(=O)NCCc1ccc(S(N)(=O)=O)cc1 | 0.1 | 0.0 | · | 1.4 | 2 | -13 | 21 | 0
O=C(Nc1ccccc1)N1CCCCN2[C@H](CO)[C@H](c3ccc(-c4ccccc4)cc3)[C@H]2C1 | -0.6 | 0.0 | -35 | -2.0 | -2 | -3 | 1 | ?
O=C(OCC(=O)N1N=C(c2ccc(Cl)cc2)CC1c1ccco1)c1cncc(Br)c1 (configuration not stated) | -0.4 | 0.0 | -12 | 2.2 | -14 | -14 | 41* | ·
C[C@H]1CN([C@@H](C)CO)C(=O)c2cccc(NS(=O)(=O)c3ccc(F)cc3)c2O[C@@H]1CN(C)Cc1ccc(Cl)c(Cl)c1 | -0.1 | 0.2 | -22 | 1.0 | -2 | 3 | -3 | 23*
COc1cc(/C=C(\NC(C)=O)C(=O)N2CCCCC2)ccc1OC(C)=O | · | 0.0 | 1 | -0.7 | 5 | 0 | -1 | 0
Cc1sc(NC(=O)C2=COCCO2)c(C#N)c1C | · | 7.7 | 8 | 0.1 | 1 | -15 | -2 | 1
COc1ccccc1CN1CCNC(=O)C1CC(=O)NCc1csc(C)n1 (configuration not stated) | · | 0.1 | 2 | -2.4 | · | -16 | -4 | 2
CC(=O)N1C[C@H]2[C@@H](c3ccccc31)[C@@H](CO)N2C(=O)c1ccc(F)cc1 | -0.1 | 0.0 | 8 | 0.2 | 5 | -1 | 0 | 0
Cc1cc(Oc2cccnc2)ccc1NC(=O)Cc1c[nH]c2ccccc12 | 2.9 | -0.1 | -28 | -0.6 | · | 0 | -2 | ?
Cc1cc(Br)ccc1NC(=O)CN(C)C(=O)C1=COCCO1 | -1.0 | 0.0 | 3 | -1.1 | -20 | -6 | -1 | -6
CCOC(=O)Nc1c(Cl)n(C)c(=O)n(C)c1=O | -0.1 | 0.3 | 4 | -1.4 | · | -8 | 0 | 4
C[C@@H]1CN([C@@H](C)CO)C(=O)c2cc(NC(=O)Nc3ccccc3)ccc2O[C@@H](C)CCCCO[C@H]1CN(C)Cc1ccc(C(=O)O)cc1 | -0.1 | 0.1 | -4 | -2.4 | 2 | 3 | 5 | 3
Oc1ccc(N2CCN(Cc3cc4c(cc3Br)OCCO4)CC2)cc1 | · | 0.2 | 18 | -0.1 | 9 | -14 | -3 | -2

The list continues.
structure | E-sel inducer | XiGFP reactiv | INS-1E GSIS act | CFTR F508del cor | RAD54 branch | RAD52 inh | CASP6 VEID inh | DENV2 CPE rescue
Cc1ccc(C(=O)NCC(=O)OCCOc2ccccc2Cl)cc1 | 0.0 | 0.2 | -7 | 0.4 | · | -3 | -3 | -2
CO[C@@H]1CN(C)C(=O)c2ccc(NS(=O)(=O)c3ccccc3)cc2OC[C@H](C)NC[C@@H]1C | 0.2 | -0.1 | 3 | -1.4 | -12 | -9 | · | -1
CCc1ccccc1NC(=O)Cn1nc(C(F)(F)F)c2c1CCC2 | · | · | 0 | · | -2 | -19 | 1 | ·
COCC(=O)Nc1ccc2c(c1)C(=O)N(C)[C@H]1CC[C@@H](CC(=O)NCc3ccc(OC)cc3)O[C@@H]1CO2 | 0.0 | 0.6 | 5 | -2.3 | -7 | · | · | 2
CCOc1cc(NC(=S)NCCOC)c(OCC)cc1NC(=O)c1ccco1 | · | 0.0 | 21 | -0.3 | 0 | -26 | -3 | 15
C#CCn1c(O)c(N=NC(=O)CNC(=O)/C=C/c2ccccc2)c2ccccc21 | · | 0.3 | 19 | -3.7 | -1 | -4 | 0 | -6
CC(C)CCNC(=O)C1(C)CCN1Cc1ccc2ccccc2c1 (configuration not stated) | 0.0 | -0.1 | -9 | 0.2 | 0 | -67 | -1 | 2
O=C(COC(=O)c1c[nH]c(=O)[nH]c1=O)Nc1cccc([N+](=O)[O-])c1 | 0.2 | -0.1 | 8 | -2.4 | 10 | -10 | 1 | ?
Cc1ccc2cc(CN(Cc3ccc4c(c3)OCO4)Cc3nnnn3Cc3ccco3)c(=O)[nH]c2c1 | · | · | -7 | · | -11 | -53 | 5 | ·
O=C(COC(=O)c1cc2c(s1)CCCC2)NCc1ccccc1Cl | · | 0.1 | 0 | -0.3 | · | -11 | -3 | -4

An unsorted share of the library. Share with any hit: about 3.7%.
